KCNQ2 block – KCNQ2 potassium channel inhibitors, primary screen, cell-based, CHO-K1, FluxOR thallium flux, B-score (AID 2156); Potassium voltage-gated channel subfamily KQT member 2 (Rattus norvegicus), O88943; 310,000 compounds, 1.1% hits; B-score at 10 µM; 20 min; stronger effect = lower value;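 active = fluorescence ratio B-score at most minus 3 library SDs, with starting brightness B-score within 2 library SDs, cut at about -5.5 in these data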
Kir21 block – inhibitors of mouse Kir2.1 inward-rectifier potassium channel | B-score at 10 µM | 310,000 compounds, 0.85% hits | HEK293-Kir2.1, FluxOR thallium flux fluorescence; stronger effect = lower value | Inward rectifier potassium channel 2 (Mus musculus), P35561;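 active = fluorescence ratio B-score at or below minus 3 SD of library scores, with starting-brightness B-score within 2 SD, cut at about -4.2 in these data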;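 also: channel flux triggered by added potassium and thallium sulfate stimulus; B-score of peak minus minimum fluorescence over baseline after thallium stimulus; more negative B-score means stronger Kir2.1 block with less thallium influx; some compounds called inactive have numbers as strong as hits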
Target sequence (P35561 whole entry, looked up): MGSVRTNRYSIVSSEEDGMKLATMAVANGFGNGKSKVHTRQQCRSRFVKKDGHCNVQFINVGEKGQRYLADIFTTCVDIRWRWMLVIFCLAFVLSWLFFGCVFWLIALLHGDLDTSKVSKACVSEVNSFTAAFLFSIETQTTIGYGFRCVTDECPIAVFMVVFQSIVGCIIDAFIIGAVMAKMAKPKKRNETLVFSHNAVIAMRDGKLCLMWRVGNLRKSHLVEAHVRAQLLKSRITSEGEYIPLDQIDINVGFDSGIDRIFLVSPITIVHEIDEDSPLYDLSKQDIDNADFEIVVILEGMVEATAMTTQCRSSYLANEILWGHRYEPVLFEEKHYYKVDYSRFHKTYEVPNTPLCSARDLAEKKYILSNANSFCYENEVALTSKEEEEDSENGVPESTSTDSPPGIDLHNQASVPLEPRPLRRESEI
CHT inh – inhibitors of human choline transporter CHT. B-score at 10 µM. 310,000 compounds, 0.86% hits. CHT-expressing cells, membrane potential dye, choline response; stronger effect = lower value;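 active = B-score over 3 SD under the library average, and starting fluorescence ratio not unusually high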;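 also: choline stimulus applied at its EC90 after an EC20 pre-addition; B-score computed on integrated fluorescence ratio after choline addition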
Target sequence (Q9GZV3 whole entry, looked up): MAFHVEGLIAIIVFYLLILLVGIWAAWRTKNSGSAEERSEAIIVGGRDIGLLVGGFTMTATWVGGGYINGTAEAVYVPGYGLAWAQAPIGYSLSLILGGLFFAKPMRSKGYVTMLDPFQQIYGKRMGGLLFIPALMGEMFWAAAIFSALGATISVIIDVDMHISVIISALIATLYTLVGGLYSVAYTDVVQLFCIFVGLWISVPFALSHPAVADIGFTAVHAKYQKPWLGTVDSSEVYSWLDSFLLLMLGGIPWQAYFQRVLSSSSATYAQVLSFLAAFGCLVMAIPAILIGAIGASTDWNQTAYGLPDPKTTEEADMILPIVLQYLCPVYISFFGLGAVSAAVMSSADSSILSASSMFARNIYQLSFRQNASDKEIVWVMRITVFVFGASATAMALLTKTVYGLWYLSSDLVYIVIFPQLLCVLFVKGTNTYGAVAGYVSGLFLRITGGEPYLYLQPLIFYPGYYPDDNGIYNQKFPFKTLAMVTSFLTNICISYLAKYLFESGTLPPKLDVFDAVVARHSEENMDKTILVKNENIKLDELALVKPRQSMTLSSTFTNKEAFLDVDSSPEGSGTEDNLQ
Numbers without * were called inactive; i = inactive; x = no result given.

SMILES | KCNQ2 block | Kir21 block | CHT inh
COc1ccccc1/C=C/C(=O)NNC(=O)c1cccs1 | i | 1.9 | i
CCOC(=O)COn1c(-c2cccc(Cl)c2)nc2ccc([N+](=O)[O-])cc21 | i | -0.09 | i
COc1ccc(CN=C2NC(=O)CC(C(=O)Nc3ccccc3C)S2)cc1 (stereo unspecified) | i | -1.6 | i
CC(C)(C)OC(=O)N1CCC[C@H]1C(=O)NCc1ccc(Cl)cc1Cl | i | 0.33 | i
CSc1cccc(NC(=O)c2nnn(CC(=O)Nc3cc(C)cc(C)c3)c2N)c1 | i | 0.1 | i
COc1ccc(C(=O)C[n+]2cccc3cc(C)ccc32)cc1 | i | -1.5 | i
COc1cccc(O[C@@H]2O[C@@H]3COC(C)(C)O[C@H]3[C@H](O)[C@H]2NC(C)=O)c1 | i | 0.55 | i
CCOc1ccccc1O[C@H](c1ccccc1)[C@H]1CNCCO1 | i | -4.1 | i
CCOC(=O)/C(=C\C=C1/Sc2ccccc2N1CC)C(C)=O | i | -9.3 | i
COCCN(C(=O)c1cc2c(s1)CCCCC2)c1c(N)n(Cc2ccccc2)c(=O)[nH]c1=O | i | 0.09 | i
CC1CC(C)CN(C(=O)/C(=C\c2ccccc2)c2ccccc2)C1 (stereo unspecified) | i | 1.1 | i
Cc1ccc(S(=O)(=O)N(C)CC(=O)NCCCn2ccnc2)cc1 | i | 0.27 | i
O=[N+]([O-])c1ccc(/C=C/c2nc3ccc([N+](=O)[O-])cc3[nH]2)cc1 | i | -0.11 | i
Cc1nn(CC(=O)N(C)Cc2ccccc2)c(=O)c2cccn12 | i | 0.18 | i
CCC(C)(C)NC(=O)CN(Cc1ccc(F)cc1)C(=O)CCC(=O)Nc1ccccn1 | i | -0.66 | i
COc1cc(/C=C/C(=O)Nc2ccccc2C(F)(F)F)cc(OC)c1OC | i | 1.4 | i
COc1cccc(-c2nnc(NC(C)=O)o2)c1 | i | 0.86 | i
CCNC(=O)NC(=O)C(C)Oc1ccc(C(=O)OC)cc1 (stereo unspecified) | i | 0.6 | i
COC(=O)C1=C(C)NC(C)=C(C(=O)OC)C1C(=O)OCCN1C(=O)c2ccccc2C1=O | i | 0.34 | i
Cn1nnnc1SCC(=O)Nc1ccccc1[N+](=O)[O-] | i | 0.05 | i
CC1=C(C(=O)OC2CCCC2)C(c2ccc(C)o2)C2=C(CC(c3cccs3)CC2=O)N1 (stereo unspecified) | -5.7* | 0 | i
O=[N+]([O-])c1cccc(S(=O)(=O)Nc2cccc(-c3ccc(N4CCCC4)nn3)c2)c1 | i | 0.59 | x
O=C(Nc1cccc(C(F)(F)F)c1)C1CCCCC1 | i | -0.08 | i
COc1ccc(NS(=O)(=O)c2cccc(C(=O)NNC(=O)CNC(=O)c3cccc(C)c3)c2)cc1 | i | -0.64 | i
Cn1c(CS(=O)Cc2c(Cl)cccc2Cl)nnc1SCc1c(Cl)cccc1Cl (stereo unspecified) | i | 0.38 | i
COC(=O)c1ccc(OC(=O)CN2C(=O)c3ccccc3C2=O)cc1 | i | -1.1 | i
COC(=O)c1ccc(NC(=S)NC(=O)C2CCC2)cc1 | i | 0.96 | i
CC(C)Cn1c(-c2ccco2)nc2c(c(=O)c3ccccc3n2C)c1=O | i | 0.03 | i
O=C(Cc1ccc([N+](=O)[O-])cc1)N/N=C/c1ccccc1F | i | 1.4 | i
COc1ccc(Cn2ccnc2SCC(=O)NC2CCCCC2)cc1 | i | -3.1 | i
COc1ccc(C)cc1NC(=O)C(Sc1nnnn1C)c1ccccc1 (stereo unspecified) | i | 0.31 | i
O=S(=O)(Nc1ccccc1N1CCCCC1)c1ccc(F)cc1F | i | -2.2 | i
O=C(OCc1cccc([N+](=O)[O-])c1)c1cccnc1Cl | i | 0.68 | i
CS(=O)(=O)NN1C(=O)c2ccccc2NC1c1cccc2cccnc12 (stereo unspecified) | i | -1.8 | i
O=C(C=C1SCCS1)/C=C/c1ccco1 | i | -0.08 | i
CCCc1c(C)nc(N2CCN(c3ccccc3OC)CC2)[nH]c1=O | i | -0.99 | i
Cc1ccc(CN(C)C(=O)c2cccc(S(=O)(=O)N3CCN(Cc4ccccc4)CC3)c2)o1 | i | -0.79 | i
CCC(C)NCCOCCOc1ccc(Br)cc1 (stereo unspecified) | i | 0.55 | i
CCOC(=O)CN(C(=O)CSc1nnc(-c2ccc(OC)c(OC)c2)o1)c1ccc(F)cc1 | -6.6* | -0.2 | i
O=C(N[C@H]1CC1c1ccccc1)c1ccc([N+](=O)[O-])cc1 (stereo partly specified) | i | 0 | i
O=C(COc1ccc(Cl)cc1)N/N=C/c1cccc2cccnc12 | i | 0.25 | i
CCCc1nc(-c2ccccc2)c(-c2ccc(OC)c(OC)c2)c(=O)[nH]1 | i | 1 | i
CCOC(=O)C1CCN(C(=O)COc2ccc(Br)cc2Br)CC1 | i | -2 | i
COc1ccc(-c2cc(C(=O)NCc3cn(C)nc3C)c3ccccc3n2)cc1OC | i | -0.95 | i
O=C(Nc1nnc(/C=C/c2ccccc2)s1)c1ccco1 | i | 0.08 | i
CCC12CN3CC(CC)(CN(C1)C3c1ccccc1Cl)C2O (stereo unspecified) | i | 0.06 | i
Cc1cc(C)cc(N(CC(=O)N2CCOCC2)S(=O)(=O)c2ccccc2)c1 | i | 0.01 | i
CC1=N/C(=C/c2ccc([N+](=O)[O-])cc2)C(=O)N1c1ccc(Cl)cc1Cl | i | 0.04 | i
COc1ccc(CN(C(=O)c2ccco2)c2ccc(C)cc2)cc1OC | i | -2 | i
COc1cc(S(=O)(=O)N2CCN(c3ccccn3)CC2)ccc1Br | i | -0.58 | i
Other structures.
SMILES | KCNQ2 block | Kir21 block | CHT inh
CCN(CC)S(=O)(=O)c1ccc2c(c1)c(=O)c(C(=O)N1CCOCC1)cn2C | i | -0.24 | i
Cc1ccc2nc(-c3ccncc3)cc(-c3ccccc3)c2c1 | i | 0.43 | i
O=c1[nH][nH]c(=S)n1C1CCCCC1 | i | 1.2 | i
CCc1cccc(C)c1NS(=O)(=O)c1cc(Br)cnc1N | i | -1.1 | i
Cc1ccc(Cl)cc1N1CCN(Cc2cc(=O)n3ccsc3n2)CC1 | i | -0.43 | i
Cc1cc(C)n(Cc2ccccc2F)c(=O)c1C#N | i | 0.05 | i
Cc1nc(C)n(C(C)CNC(=O)c2ccccc2)n1 (stereo unspecified) | i | 1.1 | i
CCCCC(=O)Oc1c(S(=O)(=O)c2ccccc2)c(C)nn1C(C)(C)C | i | -0.03 | i
COc1cccc2cc(C(=O)NC3CC4CCC3C4)oc12 (stereo unspecified) | i | -1 | i
Cc1cccc(NC(=O)CSc2nc3[nH]ncc3c(=O)[nH]2)c1 | i | -0.9 | i
CCOC(=O)/C=C1\SCC(=O)N1CC(=O)NC(C)c1ccc(F)cc1 (stereo unspecified) | i | 0.38 | i
C/C(=N\NC(=O)c1csc(C)c1C)c1ccc(Cl)s1 | i | 0.52 | i
O=C(c1ccc(F)cc1)N1CCN2C(=O)c3ccccc3C12c1ccc(Cl)cc1 (stereo unspecified) | i | 2.5 | i
Oc1ccc(/C=N/Nc2ccnc3cc(Cl)ccc23)c(O)c1O | i | -2.5 | i
COCCN(C(=O)COC(=O)CCOc1ccccc1C)c1c(N)n(Cc2ccccc2)c(=O)[nH]c1=O | i | -0.76 | i
CC1CCCN(C(=O)CNS(=O)(=O)c2cccs2)C1 (stereo unspecified) | i | -0.42 | i
Clc1ccc(-n2nnnc2CN2CCOCC2)cc1 | i | 0.05 | i
Cc1cccn2c(=O)nc(SCC(=O)c3ccccc3)nc12 | i | -1.4 | i
CCC(C)N1C(=O)S/C(=C/c2ccc(Sc3nc4ccccc4[nH]3)o2)C1=O (stereo unspecified) | i | -0.1 | i
Cc1ccc(S(=O)(=O)c2cc3c(=O)n4ccccc4nc3n(CCc3ccccc3)c2=N)cc1 | i | 0.51 | i
CC(C)(Oc1ccc(Cl)cc1)C(=O)NC1=NN(c2ccccc2)C(=O)C1 | i | 1.1 | i
CCc1ccc(-c2cc3c(=O)n(CC(=O)NCCCN4CCN(Cc5ccccc5)CC4)nc(C)n3n2)cc1 | i | 2 | i
CC(/C=C1\SC(=O)N(CCCC(=O)O)C1=O)=C\c1ccccc1 | i | -0.46 | -5*
O=C(CCC(=O)N1CCOc2ccccc21)NCc1ccccn1 | i | -0.85 | i
CCn1c(SCC(=O)N2CC(C)OC(C)C2)nc2c([nH]c3ccccc32)c1=O (stereo unspecified) | i | -0.01 | i
CC1CN(C(=O)c2cccc(Oc3ccccc3)c2)CC(C)O1 (stereo unspecified) | i | -0.01 | i
COc1ccc(C(=O)OCC(=O)Nc2ccc(Cl)c(C(F)(F)F)c2)c(OC)c1OC | i | -0.28 | i
Cc1ccc(C(=O)COC(=O)CCCC(=O)Nc2cc(C(F)(F)F)ccc2Cl)cc1C | i | -0.13 | i
CC(=O)NNS(=O)(=O)c1ccccc1[N+](=O)[O-] | i | -0.84 | i
O=S(=O)(Cc1ccccc1)N1CCCCCC1 | i | 0.93 | i
CCN1CCSc2ccc(C(=O)NCc3cccc(F)c3)cc21 | i | -0.2 | i
Cc1cc(C(=O)CSc2nnc(-c3ccccc3)o2)c(C)n1CC1COc2ccccc2O1 (stereo unspecified) | i | -3.2 | i
Cc1ccc(C(=O)C[n+]2ccccc2C)cc1[N+](=O)[O-] | i | 0.54 | i
CCc1cccc(NC(=O)NC2CCCCC2)c1 | i | 1.5 | i
O=C(NCCc1ccc(Cl)cc1)c1cc(=O)[nH]c2ccccc12 | i | 0.49 | i
COc1ccc(C2c3c(ncn(CCCN4CCOCC4)c3=N)Oc3ccc4ccccc4c32)cc1OC (stereo unspecified) | i | -2.1 | i
COc1ccc(N(C)S(=O)(=O)c2cccc(C(=O)Nc3nnc(C4CC4)s3)c2)cc1 | i | 1.6 | i
Cc1ccc(Cl)cc1N1CCN(S(=O)(=O)c2ccc(-c3ccc(=O)[nH]n3)o2)CC1 | i | 1.6 | i
COc1cccc(CC(NC(C)=O)C(=O)NC2CCN(C(=O)NCc3ccccc3)CC2)c1 (stereo unspecified) | i | 0.74 | x
O=C(COC(=O)C1=COCCO1)NCCCc1ccccc1 | i | 1.7 | i
CCc1ccc(NC(=O)NC2CCCCCCC2)cc1 | i | -0.14 | i
CC(C)(CO)CNC(=O)c1ccc2nc(Cc3cccc(Cl)c3)oc2c1 | i | 0.42 | i
CNS(=O)(=O)c1cnccc1N1CCN(c2cccc(C)c2)CC1 | i | 1.5 | i
COC(=O)c1ccc(CN2CCC(CO)(Cc3ccccc3Cl)CC2)cc1 | i | 0.02 | i
COc1ccc(C(=O)NC2CCN(CC(=O)Nc3cccc(OC)c3)CC2)cc1 | i | 0.41 | i
COc1ccc(NS(=O)(=O)c2cc(NC(=O)C3CCCCC3)ccc2N2CCOCC2)cc1 | i | 0.08 | i
Cc1ccc(CCN2CC(C(=O)NCCN3CCCCCC3)CC2=O)cc1 (stereo unspecified) | i | -0.17 | i
CC(C)c1csc(CN2CCN(Cc3ccc(F)c(F)c3)C(CCO)C2)n1 (stereo unspecified) | i | -0.71 | i
COc1ccc(CCNC(=O)c2[nH]c(C)c(C(C)=O)c2C)cc1 | i | 1.8 | i
O=C1N=c2ccccc2=C1c1sc(=S)n(-c2ccc(O)cc2)c1O | i | 0.19 | i
The results go on:
SMILES | KCNQ2 block | Kir21 block | CHT inh
O=c1c(F)cn(C2CCCO2)c(=O)n1Cc1ccccc1F (stereo unspecified) | i | -0.63 | i
C/C(=N\NC(N)=O)c1ccc(Cl)s1 | i | 0.83 | i
O=C(C1CCCCC1)N1CCN(S(=O)(=O)c2ccc(Br)cc2)CC1 | i | -0.02 | i
COc1cccc(NC(=O)CCN2CCN(c3ccccc3F)CC2)c1 | i | 1.1 | i
COc1ccc(C2c3[nH]c4ccccc4c3C[C@H]3C(=O)N(c4ccccc4C(=O)N4CCC(C(=O)O)CC4)C(=O)N23)cc1 (stereo partly specified) | i | 0.95 | i
COc1ccccc1C(C#N)N1N=C(C)CC1c1ccccc1 (stereo unspecified) | i | -1.8 | i
CCOC(=O)c1c(NC(=O)C2CCN(S(=O)(=O)c3ccc(Cl)cc3)CC2)sc2c1CCCC2 | i | 1.8 | i

Compound activity from PubChem BioAssay.
